Assay outcomes (PubChem)
BH1578 lux ind: inducers of Vibrio cholerae quorum light production without autoinducers, primary screen, BH1578 luxS cqsA deficient, single point | activation, % at 18.7 µM | V. cholerae BH1578 lux reporter, luminescence, 6 h | 350,000 compounds, 0.16% hits; in the data active means activation mostly above about 9.7%, no sharp cut-off; inconclusive means no clear call, values can overlap the other calls; inactive means mostly below about 3.7%; further: not every result past the cut was called active; inactives centre near 0; reference of the scale not given here
TcdB GH inh: TcdB glycohydrolase inhibitors, primary screen, biochemical, single point, plate reader | 350,000 compounds, 0.24% hits | Toxin B (Clostridioides difficile), P18177 | TcdB glycohydrolase enzymatic assay | inhibition, % at 9.99 µM; in the data active means inhibition above about 10%
Target sequence (P18177 whole entry, looked up): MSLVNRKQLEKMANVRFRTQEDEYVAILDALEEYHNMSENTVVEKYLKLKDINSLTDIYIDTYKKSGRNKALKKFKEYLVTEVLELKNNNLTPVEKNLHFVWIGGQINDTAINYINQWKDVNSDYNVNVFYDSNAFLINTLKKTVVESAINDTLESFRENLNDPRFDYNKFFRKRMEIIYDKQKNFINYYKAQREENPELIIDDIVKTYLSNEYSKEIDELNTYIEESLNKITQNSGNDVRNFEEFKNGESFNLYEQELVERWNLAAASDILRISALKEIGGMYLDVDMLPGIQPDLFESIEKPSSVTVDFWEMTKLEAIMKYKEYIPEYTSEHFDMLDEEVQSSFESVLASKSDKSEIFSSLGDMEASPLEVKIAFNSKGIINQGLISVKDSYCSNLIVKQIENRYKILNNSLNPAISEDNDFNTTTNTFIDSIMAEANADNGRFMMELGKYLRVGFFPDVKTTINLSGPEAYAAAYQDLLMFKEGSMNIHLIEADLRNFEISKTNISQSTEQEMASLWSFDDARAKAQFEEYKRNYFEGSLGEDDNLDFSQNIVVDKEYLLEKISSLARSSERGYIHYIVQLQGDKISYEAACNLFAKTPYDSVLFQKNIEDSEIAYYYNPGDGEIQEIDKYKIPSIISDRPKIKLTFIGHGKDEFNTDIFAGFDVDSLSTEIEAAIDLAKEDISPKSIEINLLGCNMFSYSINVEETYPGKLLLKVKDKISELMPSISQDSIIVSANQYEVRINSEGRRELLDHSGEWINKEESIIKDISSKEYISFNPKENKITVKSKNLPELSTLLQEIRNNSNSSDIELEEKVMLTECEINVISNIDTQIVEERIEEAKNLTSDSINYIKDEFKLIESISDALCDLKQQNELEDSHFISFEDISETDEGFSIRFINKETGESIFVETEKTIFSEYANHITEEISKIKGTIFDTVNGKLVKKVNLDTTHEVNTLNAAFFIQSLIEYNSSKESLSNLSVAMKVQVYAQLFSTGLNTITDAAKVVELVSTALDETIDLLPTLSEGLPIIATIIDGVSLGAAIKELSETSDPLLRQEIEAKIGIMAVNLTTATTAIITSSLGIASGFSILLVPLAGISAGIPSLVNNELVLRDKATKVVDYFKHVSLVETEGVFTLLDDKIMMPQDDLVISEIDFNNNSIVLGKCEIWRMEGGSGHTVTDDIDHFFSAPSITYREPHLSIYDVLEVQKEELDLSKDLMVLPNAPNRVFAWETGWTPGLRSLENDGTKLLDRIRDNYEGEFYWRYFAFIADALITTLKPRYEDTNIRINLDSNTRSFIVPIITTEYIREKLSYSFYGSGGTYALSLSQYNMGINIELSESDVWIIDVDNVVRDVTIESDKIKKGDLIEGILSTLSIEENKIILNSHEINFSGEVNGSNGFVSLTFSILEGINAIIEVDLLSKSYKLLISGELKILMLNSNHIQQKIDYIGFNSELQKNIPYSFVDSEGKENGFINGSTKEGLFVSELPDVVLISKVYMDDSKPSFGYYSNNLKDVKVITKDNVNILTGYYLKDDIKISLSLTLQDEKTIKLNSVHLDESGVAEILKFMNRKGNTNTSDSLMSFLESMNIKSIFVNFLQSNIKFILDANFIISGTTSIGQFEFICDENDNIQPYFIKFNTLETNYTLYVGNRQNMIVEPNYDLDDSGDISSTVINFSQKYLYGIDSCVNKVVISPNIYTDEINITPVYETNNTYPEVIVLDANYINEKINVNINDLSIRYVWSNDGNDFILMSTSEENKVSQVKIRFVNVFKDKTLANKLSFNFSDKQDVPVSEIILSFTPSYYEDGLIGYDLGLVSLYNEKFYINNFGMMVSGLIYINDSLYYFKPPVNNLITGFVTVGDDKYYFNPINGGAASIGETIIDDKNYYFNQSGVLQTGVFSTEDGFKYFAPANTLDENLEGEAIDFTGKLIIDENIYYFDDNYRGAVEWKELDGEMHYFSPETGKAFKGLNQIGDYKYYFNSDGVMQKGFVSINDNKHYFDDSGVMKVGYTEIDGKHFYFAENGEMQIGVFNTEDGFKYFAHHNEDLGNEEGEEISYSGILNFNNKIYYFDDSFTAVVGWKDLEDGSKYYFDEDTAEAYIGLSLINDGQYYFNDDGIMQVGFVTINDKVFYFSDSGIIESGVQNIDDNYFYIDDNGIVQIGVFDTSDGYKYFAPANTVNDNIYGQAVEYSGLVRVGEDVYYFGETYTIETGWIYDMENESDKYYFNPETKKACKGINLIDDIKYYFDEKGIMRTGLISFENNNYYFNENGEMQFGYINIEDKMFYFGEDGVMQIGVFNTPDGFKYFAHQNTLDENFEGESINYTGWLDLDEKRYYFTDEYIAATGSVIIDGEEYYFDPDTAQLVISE
Yp Topo-I inh: Yersinia pestis topoisomerase I inhibitors, primary screen, biochemical, cleavage product accumulation, plate reader, single point; Y. pestis Topo-I cleavage product accumulation; activity, % at 10 µM; 360,000 compounds, 0.064% hits; in the data active means activity above about 50%, passing the limit was not always enough; inconclusive means no clear call, values can overlap the other calls; further: inactives centre near 2
Anthrax LF inh2: Bacillus anthracis LF protease inhibitors, primary screen, biochemical, multiplex microsphere, MLPCN library. multiplex microsphere protease cleavage assay. Lethal factor (Bacillus anthracis), P15917. inhibition, % at 10 µM. 360,000 compounds, 0.12% hits. AID 588501, 2011; further: plate controls were buffer without enzyme for full effect and enzyme alone for no effect
PrPC TRFRET: inhibitors of human cell surface prion protein PrPC, primary screen, cell-based, TR-FRET; TR-FRET read-out; Major prion protein (Homo sapiens), P04156; 370,000 compounds, 0.43% hits; inhibition, % at 13.8 µM; in the data active means inhibition above about 24%; further: 0% = median of the test wells and 100% = reference compound wells
3CLpro inhibitor: SARS-CoV 3CLpro protease inhibitors, primary screen, biochemical, quenched FRET. recombinant SARS-CoV 3CLpro, quenched FRET peptide cleavage. 290,000 compounds, 0.14% hits. Replicase polyprotein 1ab (Severe acute respiratory syndrome coronavirus), P0C6X7. inhibition, % at 6 µM; in the data active means inhibition above about 12%
PriA SSB inh: inhibitors of Klebsiella pneumoniae PriA binding to SSB C-terminal tail, primary screen, biochemical, AlphaScreen; AlphaScreen SSBct-PriA binding, biotinylated peptide; inhibition, % at 33 µM; 430,000 compounds, 0.6% hits; AID 1272365, 2023; in the data active means inhibition mostly above about 37%, no sharp cut-off; inactive means mostly below about 20%;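 further: plate controls were negative control peptide for no effect and reference peptide for full effect; strong numbers were not always called active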
BoNT A protease: BoNT/A light chain protease inhibitors, primary screen, biochemical, flow cytometry, MLPCN library. multiplex microsphere protease substrate cleavage. inhibition, % at 10 µM. 360,000 compounds, 0.17% hits. AID 588499, 2011; further: plate controls were buffer without enzyme for full effect and enzyme alone for no effect
PfHsp40 yeast: rescue of yeast from PfHsp40 toxicity, primary screen, S. cerevisiae, ATP luminescence; S. cerevisiae expressing PfHsp40, growth rescue; growth rescue, % at 12.5 µM; 340,000 compounds, 0.68% hits; AID 504582, 2011; in the data active means growth rescue above about 28%, passing the limit was not always enough; inconclusive means no clear call, values can overlap the other calls;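 further: yeast W303a lacking pdr1 and pdr3 grown in galactose medium; growth measured after three days at 30 °C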
An asterisk follows results filed as active. Unless noted, no stated cut-off is given here; in the data, active means inhibition above about 30%; inconclusive means no clear call, values can overlap the other calls; inactive means below that. Not all compounds are listed. The share of hits here may be higher or lower than overall.

`CCc1cccc2c3c([nH]c12)C(CC)(CC(=O)O)OCC3` (stereo not given) gave BH1578 lux ind inactive, TcdB GH inh 0.1, Yp Topo-I inh 1, Anthrax LF inh2 -7, PrPC TRFRET -1, 3CLpro inhibitor 6, PriA SSB inh -9, BoNT A protease -0.5 and PfHsp40 yeast -1.5.
COc1ccc(C(=O)Nc2ccc(S(=O)(=O)N(C)c3ccccc3)cc2)cc1 was read as BH1578 lux ind -0.9, TcdB GH inh -0.6, Yp Topo-I inh 4, Anthrax LF inh2 -3, PrPC TRFRET 7, PriA SSB inh -5, BoNT A protease -0.8 and PfHsp40 yeast 11.
For COc1cc(/C=N/O)ccc1OCc1ccc([N+](=O)[O-])cc1 the results were BH1578 lux ind -0.3, TcdB GH inh 1.1, Yp Topo-I inh 8, Anthrax LF inh2 -1, PrPC TRFRET -19, 3CLpro inhibitor -4, BoNT A protease 0.6 and PfHsp40 yeast 0.7.
CN(CCc1ccccc1)C(=O)c1ccc(NC(=O)Cc2cccc(NC(=O)C3CCN(C(=O)C4CCCCC4)CC3)c2)cc1 was read as BH1578 lux ind -1.0, TcdB GH inh -0.6, Yp Topo-I inh 22, Anthrax LF inh2 -3, PrPC TRFRET 12, PriA SSB inh 2, BoNT A protease -0.2 and PfHsp40 yeast 1.6.
Screening O=C(Nc1nnc(SCc2ccc(F)cc2)s1)C1CC(=O)N(Cc2ccccc2)C1 (stereo not given) returned BH1578 lux ind -2.4, Yp Topo-I inh 37, Anthrax LF inh2 7, PrPC TRFRET -1, 3CLpro inhibitor -2, PriA SSB inh -4, BoNT A protease -0.1 and PfHsp40 yeast 1.6.
CCOC(=O)c1c(C)noc1-c1ccc(Br)o1 was read as BH1578 lux ind -1.0, TcdB GH inh 1.8, Yp Topo-I inh -5, Anthrax LF inh2 9, PrPC TRFRET 5, 3CLpro inhibitor 0, PriA SSB inh -9, BoNT A protease -2.1 and PfHsp40 yeast 0.4.
Screening COc1ccccc1N1C(=S)N=C(Nc2c(C)cccc2C)C12CCCC2 returned BH1578 lux ind inactive, TcdB GH inh 2.1, Yp Topo-I inh 6, Anthrax LF inh2 0, PrPC TRFRET -10, 3CLpro inhibitor -2, PriA SSB inh -5, BoNT A protease inconclusive and PfHsp40 yeast -0.6.
Screening Cc1cc(OCC(=O)N2CCCCCC2)ccc1[N+](=O)[O-] returned BH1578 lux ind -0.3, TcdB GH inh 1.2, Yp Topo-I inh -2, Anthrax LF inh2 -1, PrPC TRFRET -2, 3CLpro inhibitor -9, PriA SSB inh -8, BoNT A protease 1.2 and PfHsp40 yeast -0.9.
Screening CC(C)(C)OC(=O)N1CC=C2C(C#N)=C(N)C(C#N)(C#N)[C@H](c3cccnc3)[C@H]2C1 returned BH1578 lux ind -0.4, Yp Topo-I inh 3, Anthrax LF inh2 0, PrPC TRFRET 3, 3CLpro inhibitor -4, PriA SSB inh 2, BoNT A protease 1.0 and PfHsp40 yeast 1.1.
Screening CCOc1ccc(S(=O)(=O)N2CCN(Cc3ccc4c(c3)OCO4)CC2)cc1OCC returned BH1578 lux ind -3.6, TcdB GH inh 1.5, Yp Topo-I inh 27, Anthrax LF inh2 -1, PrPC TRFRET 2, 3CLpro inhibitor -3, PriA SSB inh -2, BoNT A protease -0.9 and PfHsp40 yeast 0.4.
For Cc1cccc(-c2nc3ccc(C(=O)NCCN4CCN(C)CC4)cc3nc2-c2cccc(C)c2)c1 the results were BH1578 lux ind 3.1, TcdB GH inh -1.6, Yp Topo-I inh -16, Anthrax LF inh2 -4, PrPC TRFRET -25, 3CLpro inhibitor 2, PriA SSB inh 5, BoNT A protease 0.2 and PfHsp40 yeast -1.3.
C=CCn1cnc2c(oc3ccccc32)c1=O was read as BH1578 lux ind 6.2, TcdB GH inh 1.8, Yp Topo-I inh 0, Anthrax LF inh2 35*, PrPC TRFRET -3, 3CLpro inhibitor -2, PriA SSB inh -6, BoNT A protease 3.2 and PfHsp40 yeast -0.2.

Grouped by structure: those above containing a furan ring, fused or not (2)
CCOC(=O)c1c(C)noc1-c1ccc(Br)o1 was read as BH1578 lux ind -1.0, TcdB GH inh 1.8, Yp Topo-I inh -5, Anthrax LF inh2 9, PrPC TRFRET 5, 3CLpro inhibitor 0, PriA SSB inh -9, BoNT A protease -2.1 and PfHsp40 yeast 0.4.
C=CCn1cnc2c(oc3ccccc32)c1=O was read as BH1578 lux ind 6.2, TcdB GH inh 1.8, Yp Topo-I inh 0, Anthrax LF inh2 35*, PrPC TRFRET -3, 3CLpro inhibitor -2, PriA SSB inh -6, BoNT A protease 3.2 and PfHsp40 yeast -0.2.

New compounds follow
Screening COc1cc(/C=N\NC(C)=O)ccc1OC/C=C/c1ccccc1 returned BH1578 lux ind -0.4, TcdB GH inh 0.4, Yp Topo-I inh 3, Anthrax LF inh2 -2, PrPC TRFRET -4, 3CLpro inhibitor -1, BoNT A protease 0.2 and PfHsp40 yeast -0.1.
For CC1CCc2c(sc3nc(SCC(=O)O)n(-c4ccccc4)c(=O)c23)C1 (stereo not given) the results were BH1578 lux ind -1.0, TcdB GH inh -0.9, Yp Topo-I inh 15, Anthrax LF inh2 2, PrPC TRFRET 2, 3CLpro inhibitor 8, PriA SSB inh -19, BoNT A protease 0.4 and PfHsp40 yeast -1.0.
For Cc1nnc(SCC(=O)c2ccc([N+](=O)[O-])cc2)s1 the results were BH1578 lux ind 0.4, TcdB GH inh 1.9, Yp Topo-I inh -11, Anthrax LF inh2 0, PrPC TRFRET -7, 3CLpro inhibitor 2, PriA SSB inh -19, BoNT A protease -0.8 and PfHsp40 yeast -0.9.
For CCN(CC)c1ccc(NC(=O)c2ccccc2Br)cc1S(=O)(=O)Nc1ccccc1OC the results were BH1578 lux ind -0.4, TcdB GH inh 0.0, Yp Topo-I inh -3, Anthrax LF inh2 -6, PrPC TRFRET 3, 3CLpro inhibitor 0, PriA SSB inh -1, BoNT A protease 1.7 and PfHsp40 yeast -0.9.
`O=C1Nc2ncccc2OC1CCO` (stereo not given) gave BH1578 lux ind inactive, Yp Topo-I inh 6, Anthrax LF inh2 0, PrPC TRFRET -4, 3CLpro inhibitor 2, PriA SSB inh 2, BoNT A protease 0.2 and PfHsp40 yeast -0.5.
`O=C(Nc1cccc(O)c1)c1noc2c1CCCCC2` gave BH1578 lux ind -0.9, TcdB GH inh 1.4, Yp Topo-I inh -1, Anthrax LF inh2 -1, PrPC TRFRET -1, 3CLpro inhibitor -1, PriA SSB inh -6, BoNT A protease -0.7 and PfHsp40 yeast -1.3.
Cc1ccc(S(=O)(=O)/N=C(/c2ccccc2)N2CCOCC2)c(C)c1 was read as BH1578 lux ind -0.5, TcdB GH inh -0.5, Yp Topo-I inh 3, Anthrax LF inh2 -6, PrPC TRFRET -5, 3CLpro inhibitor -5, BoNT A protease 0.7 and PfHsp40 yeast -1.8.
Screening COc1ccc(C(=O)n2c(-c3ccco3)nc3ccccc32)cc1 returned BH1578 lux ind inactive, Yp Topo-I inh 12, Anthrax LF inh2 -1, PrPC TRFRET 5, 3CLpro inhibitor 5, PriA SSB inh -4, BoNT A protease -1.0 and PfHsp40 yeast 3.1.
Cc1cc(C)c2c(N)c(C(=O)c3ccccc3Cl)sc2n1 was read as BH1578 lux ind inactive, TcdB GH inh 0.2, Yp Topo-I inh -4, Anthrax LF inh2 -2, PrPC TRFRET -7, 3CLpro inhibitor -2, PriA SSB inh 3, BoNT A protease -0.5 and PfHsp40 yeast -0.7.
COc1ccc2oc(=O)c(-c3csc(Nc4ccc(O)cc4)n3)cc2c1 was read as BH1578 lux ind -0.5, Yp Topo-I inh -2, Anthrax LF inh2 0, PrPC TRFRET -2, 3CLpro inhibitor 4, PriA SSB inh 9, BoNT A protease 2.1 and PfHsp40 yeast 4.2.
`COc1ccc(S(=O)(=O)NCCc2ccccc2)cc1` gave BH1578 lux ind inactive, Yp Topo-I inh 3, Anthrax LF inh2 4, PrPC TRFRET 7, 3CLpro inhibitor 0, PriA SSB inh -3, BoNT A protease -1.6 and PfHsp40 yeast 3.7.
O=S(=O)(c1ccc(F)cc1)N1CCC(n2cnc3ccccc32)CC1 was read as BH1578 lux ind -3.1, TcdB GH inh -5.2, Yp Topo-I inh 3, Anthrax LF inh2 -12, PrPC TRFRET 1, 3CLpro inhibitor 1, PriA SSB inh 2, BoNT A protease -1.9 and PfHsp40 yeast -0.1.
For CCOC(=O)N1CCN(C(=O)c2cc(S(=O)(=O)N3CCc4ccccc43)ccc2OC)CC1 the results were BH1578 lux ind 0.6, TcdB GH inh 0.2, Yp Topo-I inh 25, Anthrax LF inh2 inconclusive, PrPC TRFRET 1, PriA SSB inh -4, BoNT A protease 3.4 and PfHsp40 yeast 2.9.
Screening Cc1ccc(S(=O)(=O)N2[C@@H](c3cccc4ccccc34)C(C(=O)O)=C[C@H]2C(C)(C)C)cc1 returned BH1578 lux ind inactive, TcdB GH inh -1.5, Yp Topo-I inh 10, Anthrax LF inh2 -4, PrPC TRFRET -3, PriA SSB inh 0, BoNT A protease -0.5 and PfHsp40 yeast 3.7.
COc1ccc(/C=N/NC(=O)c2cc[n+]([O-])cc2)cc1 was read as BH1578 lux ind -0.1, TcdB GH inh 0.7, Yp Topo-I inh 3, Anthrax LF inh2 -11, PrPC TRFRET -2, 3CLpro inhibitor 8, BoNT A protease -0.5 and PfHsp40 yeast -0.5.
`Cc1n[nH]c(C)c1SCC(=O)Nc1ccc(F)cc1` gave BH1578 lux ind -0.1, Yp Topo-I inh 7, Anthrax LF inh2 -5, PrPC TRFRET -6, 3CLpro inhibitor 2, PriA SSB inh -11, BoNT A protease -0.2 and PfHsp40 yeast -1.1.
For CCOC(=O)N(C)c1c(CC)nc2c(OCc3ccccc3C(=O)OC)cccn12 the results were BH1578 lux ind inactive, TcdB GH inh 0.7, Yp Topo-I inh 28, Anthrax LF inh2 -8, PrPC TRFRET -1 and BoNT A protease -0.1.
For Cc1ccc(/C=C/C(=O)Nc2cc(S(N)(=O)=O)ccc2O)cc1 the results were BH1578 lux ind -0.2, TcdB GH inh 0.6, Yp Topo-I inh 0, Anthrax LF inh2 -2, PrPC TRFRET -1, 3CLpro inhibitor 5, PriA SSB inh 13, BoNT A protease -0.9 and PfHsp40 yeast 1.0.
`CC(C)CNC(=S)N(CCCN(C)C)Cc1cc2cc3c(cc2[nH]c1=O)OCCO3` gave BH1578 lux ind -0.1, TcdB GH inh 0.0, Yp Topo-I inh -8, Anthrax LF inh2 -2, PrPC TRFRET -8, 3CLpro inhibitor 0, PriA SSB inh 0, BoNT A protease 1.0 and PfHsp40 yeast 1.8.
O=C(O)CCCCCN1C(=O)/C(=C\c2ccncc2)SC1=S was read as BH1578 lux ind -0.3, Yp Topo-I inh -6, Anthrax LF inh2 0, PrPC TRFRET -1, 3CLpro inhibitor -1, PriA SSB inh -7, BoNT A protease -0.2 and PfHsp40 yeast -1.1.
For COc1ccc(C(CC(=O)N2CCCC2)c2ccc(F)cc2)cc1 (stereo not given) the results were BH1578 lux ind -0.5, TcdB GH inh -1.7, Yp Topo-I inh 4, Anthrax LF inh2 6, PrPC TRFRET 5, 3CLpro inhibitor 2, PriA SSB inh -2, BoNT A protease -1.6 and PfHsp40 yeast 0.5.
Screening Cc1ccc(Cn2cc(CN3CC(N4CCSCC4)CS3(=O)=O)nn2)cc1 (stereo not given) returned TcdB GH inh 0.9, Anthrax LF inh2 8, PrPC TRFRET 7 and BoNT A protease -0.1.
